# AmpC inh det: Promiscuous and Specific Inhibitors of AmpC Beta-Lactamase (assay with detergent). P00811. purified AmpC, nitrocefin hydrolysis with detergent. Potency, µM (series often up to 28.7 µM), inactives show top-dose activity change, negative = inhibition. 71,000 compounds, 0.09% hits. AID 584, 2007; active = well fitted curve in the direction sought with a large enough effect
# Target sequence (P00811 whole entry, looked up): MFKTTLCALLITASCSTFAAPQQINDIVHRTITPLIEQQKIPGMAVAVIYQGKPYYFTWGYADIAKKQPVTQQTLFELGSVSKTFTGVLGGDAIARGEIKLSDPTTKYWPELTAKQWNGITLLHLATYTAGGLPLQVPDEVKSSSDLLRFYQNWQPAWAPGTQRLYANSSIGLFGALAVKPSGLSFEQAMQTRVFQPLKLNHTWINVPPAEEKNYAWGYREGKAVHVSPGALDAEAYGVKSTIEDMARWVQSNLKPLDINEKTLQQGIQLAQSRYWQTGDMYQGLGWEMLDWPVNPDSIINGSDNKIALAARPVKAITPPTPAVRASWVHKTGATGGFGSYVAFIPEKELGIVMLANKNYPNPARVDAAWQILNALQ
#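 E. coli AmpC (5.3 nM) in 20 mM phosphate pH 7.0 with 0.01% Triton X-100, preincubated 15 min RT with compound; nitrocefin (2 uL of 800 uM stock) hydrolysis followed by 480 nm absorbance every 20 s over 4 min.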
# The depositor's hits bear a star; [ ] = dose if it differs, or a comment. % is scaled to controls: 0 for no effect and ±100 for the full control effect; potency is read from the fitted curve at half-maximal effect. A portion of the library; count on the stated rates, not on these rows.
SMILES,AmpC inh det
O=C1Nc2ccccc2C(O)(C(=O)N2CCCCC2)N1c1ccccc1 (configuration not stated),-3.1%
Cc1ccc(Nc2cc(C)nc3nnnn23)cc1,10.4%
NC(=O)C1(N2CCCCC2)CCN(CC(=O)Nc2ccc(Oc3ccccc3)cc2)CC1,-3.5%
O=C(Cn1cnc2c(nnn2-c2cccc(Cl)c2)c1=O)N1CCCC1,-4.9%
CC(=O)NC1CC2CCCC(C1)N2S(=O)(=O)c1cccc(F)c1 (configuration not stated),1.8%
CCCC(=O)Nc1ccc(Cl)c(NC(=O)CC)c1,12.1%
COc1ccc(CCNC(=O)c2c(O)c3c([nH]c2=O)CCCC3)cc1OC,-6.5%
Cc1noc(C)c1C(=O)N1CCN(Cc2ccc3c(c2)OCO3)CC1,-0.6%
COc1ccc(C2c3c(oc4ccccc4c3=O)C(=O)N2c2ccccn2)cc1OC (configuration not stated),12.2%
O=C(CCN1C(=O)C2CC=C(Cl)CC2C1=O)Nc1ccccc1O (configuration not stated),-3.1%
COc1ccc(-c2nnc(SCc3ncc(-c4ccccc4)o3)o2)cc1,-2.2%
Cn1c(C(=O)N2CCCC(C(=O)NCc3ccc4c(c3)OCO4)C2)cc2sccc21 (configuration not stated),8.6%
CN1C(=O)C(O)(c2sc(N)nc2-c2ccccc2)c2ccccc21 (configuration not stated),14.0%
FC(F)(F)c1cc(-c2ccco2)nc(-n2nnc3ccccc32)n1,11.2%
CN1CCN(c2ccccc2NC(=O)c2ccc(-c3ccccc3)cc2)CC1,-1.7%
COc1ccc(OC)c([C@H](O)[C@H](C)N)c1,2.2%[12.8 µM]
O=c1cc(N2CCc3ccccc32)[nH]c(=O)n1Cc1ccc(F)cc1,-5.4%
O=C(Nc1nncs1)C1c2ccccc2Oc2ccccc21,-1.7%
CCC(=O)Nc1cc(C)c(NC(=O)c2ccco2)cn1,16.7%
O=C(Cc1ccccc1)NCCc1cn2ccsc2n1,10.4%
COc1ccc(CCNC(=O)CCC(=O)N2CCN(S(=O)(=O)c3ccccc3)CC2)cc1OC,9.5%
Cc1ccc(C(C)C)c(OCCCN2CC(C)OC(C)C2)c1 (configuration not stated),6.5%
O=S(=O)(c1cccc(Cl)c1)N1CCCC1,-3.5%
C#C[C@@]1(O)CC[C@H]2[C@H]3CCC4=Cc5oncc5C[C@]4(C)[C@@H]3CC[C@@]21C,-1.9%
CCOC(=O)c1c(NC(=O)CN2CCCCC2)sc2c1CCCC2O (configuration not stated),8.4%
C=CCc1cccc(C2Nc3ccccc3C(=O)N2O)c1O (configuration not stated),-2.1%
N=c1c2c3c(sc2nc2n1CCCCC2)CCCCC3,-2.6%
Cn1cccc1C(=O)N1CCC2(CC1)CN(Cc1ccc(C#N)cc1)C2,0.6%
N#CC1=C(N)OC2=C(C(=O)CCC2)C1C1CC=CCC1 (configuration not stated),2.5%
CCCn1nnc(NC(=O)COc2ccc(C3CCCCC3)cc2)n1,22.4%
N#C/C(C(=O)NCc1ccco1)=C1/SC=C(c2ccccc2)N1c1ccccc1,11.7%
COC(=O)c1ccc(CN2C(=O)NC3(CCCc4ccccc43)C2=O)o1 (configuration not stated),1.7%
COc1ccc(S(=O)(=O)Nc2cc(C)cc(C)n2)c2ccccc12,-2.6%
Cc1ccc(-n2c(=O)cc(N3CCN(C(=O)c4ccco4)CC3)[nH]c2=O)cc1,5.5%
Cc1ccc(C(O)c2cccnc2)o1 (configuration not stated),-4.2%
CCn1c(NC(=O)c2ccco2)c(-c2ccccc2Cl)c(=O)c2ccccc21,-3.7%
CCOC(=O)C1=C(c2ccccc2)Nc2ncnn2C1c1cc(OC)ccc1OC (configuration not stated),-5.5%
COc1ccccc1NC(=O)CSc1nnc(-c2ccco2)n1Cc1ccco1,-1.1%
O=c1cc(CSc2nnc(COc3ccccc3)o2)c2ccccc2[nH]1,8.2%
CCN(CC(=O)O)C(=O)c1cccnc1,-0.8%[5.75 µM]
Cc1ccccc1C(=O)O,-0.6%
NC(=O)C1CCN(C(=O)CN2CCCc3ccccc32)CC1,-3.4%
COc1ccc(OCCNS(=O)(=O)c2ccccc2)cc1,2.6%
O=C1CN(C(=O)COC(=O)c2ccccc2NC(=O)c2ccco2)c2ccccc2N1,-1.7%
CCCCc1ccc(NS(=O)(=O)N(C)C)cc1,-0.2%
NC(=O)/C(=C\c1ccncc1)c1cccc2ccccc12,-2.0%[5.75 µM]
Cc1cccc(NC(=O)C2C(C(=O)O)C3C=CC2C32CC2)c1C (configuration not stated),2.4%
C[C@@H]1C=C[C@](Cc2ccccc2)(C(=O)NCCc2c[nH]c3ccccc23)N1C(=O)c1ccccc1,11.7%
S=C(c1ccc(N2CCCC2)cc1)N1CCCCC1,-2.8%
O=C(c1ccccc1)C1CCc2occc2C1=O (configuration not stated),-2.9%
CCOC(=O)c1cn(CC(=O)Nc2ccc(C(C)C)cc2)nn1,43.0%
COC(=O)Nc1nc2ccc(SC(C)C)cc2[nH]1,-6.6%[12.8 µM]
c1ccc2nc3c(nc2c1)sc1nc2ccccc2n13,0.0%
CCOc1ccc(N2C(=O)CC(N3CCN(C(=O)CN4CCCC4)CC3)C2=O)cc1 (configuration not stated),-3.2%
O=C(O)C1CCN(c2ncnc3ccc(-c4ccccc4C(F)(F)F)cc23)CC1,7.2%
CN1C(c2ccc(F)cc2)=CS/C1=C(\C#N)c1nnc2n1-c1ccccc1SC2,12.0%
CC1=NN(c2ccc(S(=O)(=O)O)cc2C)C(=[OH+])[C@H]1N=Nc1cc(S(=O)(=O)O)ccc1C(=O)O.O.[Cr],0.7%[5.75 µM]
O=C(Nc1nc(-c2ccncc2)cs1)C1COc2ccccc2O1 (configuration not stated),6.4%
CC1CCN(CCCNC(=O)c2coc3nc4ccccc4nc23)CC1,-3.5%
O=C(COC(=O)c1cc[n+]([O-])cc1)Nc1ccc2c(c1)OCCO2,-1.0%

# Shown tab-delimited: 5 of the compounds above
structure	AmpC inh det
S=C(c1ccc(N2CCCC2)cc1)N1CCCCC1	-2.8%
O=C(O)C1CCN(c2ncnc3ccc(-c4ccccc4C(F)(F)F)cc23)CC1	7.2%
C[C@@H]1C=C[C@](Cc2ccccc2)(C(=O)NCCc2c[nH]c3ccccc23)N1C(=O)c1ccccc1	11.7%
CCOC(=O)c1cn(CC(=O)Nc2ccc(C(C)C)cc2)nn1	43.0%
O=C(Nc1nc(-c2ccncc2)cs1)C1COc2ccccc2O1 (configuration not stated)	6.4%

# (continued)
SMILES,AmpC inh det
Cc1c(Nc2cc(=O)oc3ccccc23)c(=O)n(-c2ccccc2)n1C,-2.1%
Cc1cc2ncc(C(=O)Nc3ccccc3)c(C)n2n1,-4.7%
COCCn1c(Cc2ccccc2)nnc1SCC(=O)N(C)C,-5.8%
O=C(CCn1cnc2ccccc2c1=O)Nc1ccc(S(=O)(=O)N2CCCCC2)cc1,-8.5%
COc1cccc(NC(=O)C2CCCN2C(=O)Nc2cccc(F)c2)c1 (configuration not stated),10.8%
COc1ccccc1N1CCN(c2cc(C)nc3nc(C)nn23)CC1,6.8%
O=C(Cc1cccs1)Nc1nnc(SCC(=O)NC2CCCCC2)s1,-5.3%
CCCCCCn1c(SCC(=O)c2ccccc2)nc2c1c(=O)[nH]c(=O)n2C,10.3%
O=C(NCc1ccccc1)C(c1cccs1)N(C(=O)c1csnn1)C1CC1 (configuration not stated),-2.9%
Cc1ccc2c(c1)cc(CN(Cc1ccco1)S(=O)(=O)c1ccccc1)c1nnnn12,0.2%
COc1ccc(-c2nn(-c3ccccc3)cc2C(=O)NCCCn2ccnc2)cc1,-0.5%
Cc1nc(C)c(-c2csc(NCc3ccco3)n2)s1,1.2%
CCOC(=O)c1c(C)c(C(=O)NC2CCCCCC2)c(C)n1C,-5.7%
CC(C)(NO)/C(=N/O)c1cccs1,-5.8%
COC(=O)c1cn(NC(=O)C2CCCCC2)c(=O)c2ccccc12,2.0%
O=C(Nc1ccccc1N1CCN(c2ccc(F)cc2)CC1)C1CCCCC1,1.4%
c1ccc(CSc2nnc(-c3cccs3)o2)cc1,-1.7%
CC(=O)N(CN1C(=O)C2CC=CCC2C1=O)c1cccc(Cl)c1 (configuration not stated),1.0%
CC1NC(=O)NC1CCCCCC(=O)NCCc1ccccc1 (configuration not stated),-3.9%
N#Cc1nc(COc2ccccc2Cl)oc1N1CCCCCC1,11.1%
COCCCNC(=O)c1c(F)c(F)c(F)c(F)c1F,8.0%
O=C1C(Cl)=C(Sc2nnc3c4ccccc4c4ccccc4c3n2)C(=O)c2ccccc21,-3.4%[5.75 µM]
COc1ccc(CC(=O)Nc2ccc(OC)c(NC(=O)c3ccco3)c2)cc1,-2.8%
Cc1csc(NC(=O)CCC(=O)N(CC(=O)NC2CCCC2)Cc2ccco2)n1,-1.4%
O=C(O)COc1ccc2nsnc2c1Cl,-2.1%
COc1ccccc1N1CCN(C(=O)C(NS(=O)(=O)c2cccs2)c2ccccc2)CC1 (configuration not stated),13.0%
O=C(c1cccc(C(=O)N2CCc3ccccc32)n1)N1CCc2ccccc21,3.7%
Cc1ccc(S(=O)(=O)N2CCCC2C(=O)Nc2nccs2)cc1 (configuration not stated),5.8%
O=C(Oc1ccc2c(c1)CN(Cc1ccccc1)CO2)c1ccccc1,-2.0%[5.75 µM]
CCOC(=O)c1c(=O)n(O)c2ccc(C)cc2[n+]1[O-],2.4%
O=C(CCCc1c[nH]c2ccccc12)N1CCN(c2ccc(N3CCOCC3)nn2)CC1,11.0%
COc1ccc(C(=O)Nc2ccccc2-c2nnn(CC(=O)NCc3ccco3)n2)cc1,-3.2%
COc1ccc(-c2ccc(SCC(=O)NCc3ccco3)nn2)cc1OC,10.7%
CCN1CCN(Cc2ccc(NC(=O)Nc3ccccc3Cl)cc2)CC1,15.2%
COc1cc(NC(=O)C(C)C)ccc1NC(=O)c1ccco1,0.6%
O=C(O)C1CCCCC1C(=O)Nc1ccc(Cl)cc1 (configuration not stated),-3.2%
CCn1c(C(=O)Nc2ccsc2C(=O)OC)cc2sc(Cl)cc21,9.9%
O=S(=O)(NCC1OCCc2ccccc21)c1ccc(S(=O)(=O)N2CCOCC2)cc1 (configuration not stated),7.1%
CC1CCN(C(=O)Cn2c(SCC(=O)Nc3nccs3)nc3ccccc32)CC1,-1.5%
c1ccc2c(-c3nc(-c4ccncc4)no3)cccc2c1,-0.7%
COc1ccc(NC(=O)CSc2nnc(CNC(=O)COc3ccc(Cl)cc3)o2)c(OC)c1,-5.7%
O=c1ccc2cc(S(=O)(=O)Nc3ccc(F)cc3)ccc2o1,-2.8%
CC(=O)c1ccc(OCC(O)CN2CCN(c3ccccn3)CC2)cc1 (configuration not stated),12.3%
O=C(Nc1ccc(N2CCOCC2)cc1)c1cnsn1,-2.0%
O=C(Cc1cccs1)N1CCCC(c2nc3c(nnn3Cc3ccc(F)cc3)c(=O)[nH]2)C1 (configuration not stated),-1.8%
COc1ccc(OC)c(C(c2nnnn2C2CCCC2)N2CCN(c3ccccc3)CC2)c1 (configuration not stated),8.8%
CCN1C(=O)CC(N2CCN(C(c3ccccc3)c3ccccc3)CC2)C1=O (configuration not stated),-7.1%
O=C(O)CCC(=O)N1CCN(c2cccc(Cl)c2)CC1,1.7%
Cc1cccc(-n2ncc3c(N4CCc5ccccc54)ncnc32)c1,-3.7%
N#CC1=C(N)Oc2c(sc3ccccc23)C1c1ccco1 (configuration not stated),-4.4%
CCCCOC(=O)Cn1c(=O)c2c(nc(Br)n2Cc2ccccc2)n(C)c1=O,-1.8%
COC(=O)c1ccc(CSc2nc3ccccc3c(=O)n2-c2cccc(OC)c2)o1,-1.6%
Cc1ccc2[nH]c(=O)c(CN(Cc3cccnc3)Cc3nnnn3CCN3CCOCC3)cc2c1,-3.0%
CC(=NCCCn1ccnc1)c1c(O)n(C)c(=O)n(C)c1=O,20.7%
Cc1noc(C)c1COC(=O)c1cc(=O)[nH]c2ccccc12,-2.4%
COc1cc(-c2c(C#N)c(N)nc3c2CCCC3)ccc1O,-7.0%
Cc1noc(C)c1-c1cc(Nc2ccccc2)ncn1,7.6%
COc1cc(C2c3c(oc4c(C)cc(C)cc4c3=O)C(=O)N2Cc2cccnc2)cc(OC)c1OC (configuration not stated),-4.5%
COc1ccccc1CNc1cc(-c2ccccc2CN(C)C)ncn1,5.0%
CCc1nc(SCC(=O)Nc2ccc3c(c2)OCCO3)c2oc3ccccc3c2n1,-0.2%

# Four of the compounds above, as labelled records.
compound: N#Cc1nc(COc2ccccc2Cl)oc1N1CCCCCC1
  AmpC inh det = 11.1%

compound: COCCCNC(=O)c1c(F)c(F)c(F)c(F)c1F
  AmpC inh det = 8.0%

compound: O=C1C(Cl)=C(Sc2nnc3c4ccccc4c4ccccc4c3n2)C(=O)c2ccccc21
  AmpC inh det = -3.4%[5.75 µM]

compound: COc1ccc(CC(=O)Nc2ccc(OC)c(NC(=O)c3ccco3)c2)cc1
  AmpC inh det = -2.8%

# Other results:
SMILES,AmpC inh det
O=C(CN(c1ccc(F)cc1)S(=O)(=O)c1ccc2c(c1)OCCO2)NCC1CCCO1 (configuration not stated),0.8%
Cc1sc2ncnc(NCC(c3ccco3)N(C)C)c2c1C (configuration not stated),-2.5%
O=c1oc2ccccc2c2c1ncn2CCN1CCOCC1,7.7%
C=CCOc1c(OC)cc(Cl)cc1C1NC(=O)NC(C)=C1C(C)=O (configuration not stated),-2.3%
CCC(Sc1nncn1C)C(=O)Nc1nnc(-c2ccccc2Cl)s1 (configuration not stated),6.2%
O=C(Nc1ccc(F)cc1F)c1cc(-c2ccco2)on1,-7.2%
COc1ccccc1N=C1SC(C)CN1C(=O)C1CCC1 (configuration not stated),-1.1%
O=C(c1c(F)cccc1F)N1CCC(O)(c2cccnc2)CC1,16.6%
COc1cc(CNc2ccccc2SC)ccc1O,-3.7%
Cc1ccc(N2C(=O)c3ccccc3C2=O)cc1Cl,-7.2%

# Compound activity (PubChem BioAssay)
